# Screens from PubChem BioAssay.
# Myeloid diff 2 = promotes myeloid progenitor differentiation; calls only at 10 µM; ER-HoxA9 myeloid progenitors, lysozyme-GFP differentiation, flow cytometry; 360,000 compounds, 1% hits; AID 624256;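 active = normalized GFP-positive differentiation at or above the plate's own cutoff, the solvent-only control mean plus 3 SD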;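 also: cells exposed to compound for four days before flow analysis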
# MT stabilizer = microtubule stabilizers in HeLa cells. HeLa tubulin immunostaining HCS, 24 h; share of cells brighter than vehicle mean+2SD. % tubulin-high responders, % at 10 µM. 200,000 compounds, 0.83% hits;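 active = plate Z-score above 3 for both tubulin-high and condensed-nucleus cell shares, with cell loss under 80%, at 10 µM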;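 also: anti alpha tubulin signal scored within the nucleus-defined area of each cell; some results filed as inactive read as strong as hits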
# PMI inhibitors = MPI enzyme activity inhibition – biochemical, fluorescence intensity, coupled assay, primary screen (AID 1209); purified PMI enzyme, coupled fluorescence intensity; higher % means a stronger effect; 190,000 compounds, 0.42% hits; inhibition, % at 20 µM; hits with a dose series show IC50 in µM; in the data active = inhibition above about 50%;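 also: plate controls were DMSO vehicle for no effect and wells lacking substrate for full effect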
# b-catenin transl = beta-catenin nuclear translocation modulation; HeLa beta-catenin nuclear translocation, immunofluorescence imaging; nuclear translocation activity, % at 5 µM; 190,000 compounds, 0.3% hits; AID 1665;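 active = nuclear translocation activity above 50% at 5 µM, with a well cell count of 50 or more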;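 also: per-cell ratio of nuclear to cytoplasmic median beta-catenin stain intensity; plate controls were DMSO negative control for no effect and GSK-3 inhibitor IX positive control for full effect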
#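 test system = HeLa cells, endogenous beta-catenin | dosing = single 5 µM dose plus 0.02–20 µM confirmation series | times = compound treatment 24 h, 37°C, 5% CO2 | technique = beta-catenin immunofluorescence imaging with DAPI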
# Dynein transport = dynein cargo transport inhibition; AID 1381; 3617.4 mouse cells, GR-EGFP nuclear translocation imaging; test concentration mostly 20 µM; stimulated with dexamethasone, 1 µM; active compounds read low; 220,000 compounds, 0.47% hits; z-score, hits read low;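 active = plate z-score of nuclear minus cytoplasmic receptor signal below a set negative limit, without overly bright fluorescence or cell loss, cut at about -3.5 in these data, passing the limit was not always enough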;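 also: z-score of nuclear minus cytoplasmic ring GR-EGFP intensity difference per well; some compounds called inactive have numbers as strong as hits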
#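 Also added – dexamethasone, 1.0 µM final · Buffer or medium – tet-free, stripped-serum medium · Schedule – induction 48 h, compound 1 h, agonist 30 min · Detection – formaldehyde fixation, Hoechst nuclear stain, 10x automated fluorescence imaging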
# T cell modulator = T cell immune modulators affecting CD8 T cell-vesicle binding; 2C CD8+ T cell-vesicle binding, flow cytometry; active compounds read low; calls only at 7 µM; 330,000 compounds, 0.068% hits;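 active = response, share of CD8 T cells binding vesicles, and their 90th percentile fluorescence all below set limits, cut at about 80% in these data, passing the limit was not always enough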
#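 material = purified 2C TCR transgenic mouse naive CD8+ T cells | controls = Unloaded micro-vesicles (low), QL9 vesicles with 0.7% DMSO (high) | detection = cytometric PE anti-B7-1 and Alexa647 anti-CD8 signals after 1% paraformaldehyde fixation | incubation = binding step 1.5 h, 37 °C, antibody labelling 20 min, ice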
# Hep lipid drop = hepatic lipid droplet formation modulation | AML12 mouse hepatocytes, oleate lipid droplets, BODIPY imaging | inhibition, % at 6.5 µM | 240,000 compounds, 0.4% hits | AID 1656;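 active = lipid droplet intensity inhibited by at least 50%, with more than 500 cells counted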
#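 Material – AML12 mouse liver cells · Also added – oleate loading, 100 µM · Compound dosing – 6.5 µM single-point dosing · Times – overnight treatment with compound plus oleate · Measured by – fluorescence imaging, 20x objective, two fields per well · Read-out – percent inhibition of filter-corrected integrated lipid droplet intensity per well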
# TNAP activators = human TNAP enzyme activators, primary screen, biochemical, luminescent, no phosphate acceptor, uHTS (AID 1001); purified TNAP, luminescent activation assay, no phosphate acceptor; higher activation fold means a stronger effect; 200,000 compounds, 0.03% hits; activation fold at 20 µM; hits with a dose series show EC50 in µM; in the data active = activation fold from about 3, or a potency from the dose series; inactive = the rest, 99 in 100 with activation fold below about 1.6; also: many of its hits are not listed in these tables
# Ins promoter up = MIN6 insulin promoter up-regulation; 190,000 compounds, 0.3% hits; MIN6 insulin promoter-GFP reporter, high-content imaging; active compounds read high; z-score at 5 µM;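 active = z-score above 3 at 5 µM with at least 500 cells counted in the well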
# Dynein transport cytoplasmic EGFP = recorded beside Dynein transport, whose call it bears; z-score; measured here: cytoplasmic GR-EGFP intensity; active compounds read high
# Dynein transport nuclear GR-EGFP = further read-out of Dynein transport, marked with its call; z-score; measured here: nuclear GR-EGFP intensity;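 lower value marks the stronger effect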
# Dynein transport cell count = second read-out of Dynein transport, no call of its own (marks repeat the call); z-score; measured here: cell count per field
# Ins promoter up cell count = further read-out of Ins promoter up, marked with its call; cell count; measured here: cytotoxicity, nuclei count;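 total cells summed across four imaged fields per well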
# Hep lipid drop cells 6.5 µM = further read-out of Hep lipid drop, marked with its call; cell count; measured here: cell count, cytotoxicity flag;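 cells counted across two imaged fields per well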
# b-catenin transl cell count 5 µM = recorded beside b-catenin transl, whose call it bears; cell count; measured here: cell count, cytotoxicity flag
# T cell modulator vesicle-bound % = recorded beside T cell modulator, whose call it bears; double positive events, %; measured here: CD8+ vesicle-bound cell fraction;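 binding gate set so that unloaded-vesicle control wells show 10% double positive cells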
# MT stabilizer Hoechst-high % = recorded beside MT stabilizer, whose call it bears; % Hoechst-high responders; measured here: nuclear condensation Hoechst responders;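 share of cells brighter than vehicle mean plus two SD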
# MT stabilizer cytotoxicity % = further read-out of MT stabilizer, marked with its call; toxicity, %; measured here: cytotoxicity by cell density;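 0% = mean cell density of plate MIN control wells and 100% = no cells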
# Myeloid diff 2 GFP+ MAC1+ % = second read-out of Myeloid diff 2, no call of its own (marks repeat the call); GFP+ MAC1+ double positive, %; measured here: differentiation confirmed by MAC1 staining
# The depositor's hits bear a star; i = inactive; x = no result given.
SMILES,Myeloid diff 2,Myeloid diff 2 GFP+ MAC1+ %,MT stabilizer,MT stabilizer Hoechst-high %,MT stabilizer cytotoxicity %,PMI inhibitors,b-catenin transl,b-catenin transl cell count 5 µM,Dynein transport,Dynein transport cytoplasmic EGFP,Dynein transport nuclear GR-EGFP,Dynein transport cell count,T cell modulator,T cell modulator vesicle-bound %,Hep lipid drop,Hep lipid drop cells 6.5 µM,TNAP activators,Ins promoter up,Ins promoter up cell count
O=C(O)CCCC(=O)N1CCN(c2ncccn2)CC1,i,0.4,x,x,x,x,0.3,1288,0.029,-0.29,-0.012,0.73,i,28,6,681,x,0.14,1409
CCOCCCNC(=O)Cn1cnc2sc(C)c(S(=O)(=O)N3CCN(c4ncccn4)CC3)c2c1=O,x,x,1.6,1.8,3.4,-6%,0.7,1141,0.82,-0.27,0.28,0.57,i,30,5,730,1.1,x,x
S=C(NCc1ccccc1)N1CCc2ccccc2C1,i,0.3,3.5,2.1,4.4,-2%,0.3,1141,0.77,0.029,0.79,-0.59,i,33,-4,740,1.1,-0.15,1257
c1ccc2c(c1)nc1n2C2(N3CCOCC3)CCCC2C1N1CCOCC1 (stereo not drawn),i,1.8,x,x,x,-5%,-1.2,1171,x,x,x,x,x,x,x,x,1,-0.61,1094
CC1CCc2c(sc3ncn(CC(=O)N=Nc4c(O)[nH]c5ccccc45)c(=O)c23)C1 (stereo not drawn),i,0.4,x,x,x,x,-0.5,1376,-0.54,-0.7,-0.48,0.21,i,2,9,642,x,-0.7,923
COc1cc(NS(=O)(=O)c2ccc(N/C=C\C(=O)c3ccc(C)cc3)cc2)nc(OC)n1,i,1.0,2.2,2.0,9.7,x,x,x,0.88,-0.22,0.75,-0.24,i,45,x,x,x,x,x
CCOC(=O)NC(Nc1ccc(S(N)(=O)=O)cc1)(C(=O)OCC)C(F)(F)F (stereo not drawn),i,0.0,3.3,1.0,5.7,18%,-0.8,1027,2.6,0.81,1.1,-1.6,i,45,-1,711,1,0.98,701
Clc1ccc2nc(-c3ccccc3)c(CN3CCOCC3)n2c1,i,0.8,1.8,1.0,7.5,16%,-1.5,1362,-1.2,-0.058,0.057,0.65,i,22,x,x,1.1,0.07,1253
O=C(COc1ccc(Cl)cc1Cl)N/N=C/c1ccc(OC2OC(CO)C(O)C(O)C2O)cc1 (stereo not drawn),i,1.0,x,x,x,x,0.6,1263,-0.96,-0.16,-0.49,1,i,17,-5,671,x,-0.16,988
Clc1ccc(C(c2nnnn2C2CCCCC2)N(Cc2cccnc2)Cc2ccco2)cc1 (stereo not drawn),i,0.6,1.2,1.8,6.5,16%,-1.0,1075,0.49,-0.22,0.52,-1.3,x,x,-25,708,1.1,-0.68,903
C(=C\c1ccco1)/c1nc2ccccc2[nH]1,i,0.4,6.5,3.9,6.2,-37%,-1.9,1001,-0.68,-0.36,-0.81,2.3,i,61,-36,548,1,0.14,1439
N#CCc1cnc2ccccc2n1,i,0.9,x,x,x,x,0.9,1259,1,-0.26,0.32,-0.6,i,19,-2,792,x,0.19,1169
COc1ccc(OCCOCCN2CCc3ccccc3C2)cc1,i,2.3,1.9,1.4,10,-2%,x,x,0.81,-0.28,0.75,0.48,i,33,x,x,1.2,-1.9,819
CC(OC(=O)c1cccc(NS(C)(=O)=O)c1)C(=O)Nc1ccc(N2CCOCC2)cc1 (stereo not drawn),i,0.8,3.5,2.7,3.6,13%,x,x,0.92,-0.26,0.26,0.95,i,35,0,695,1,-0.03,1279
C/C(Cc1ccccc1)=N\NC(=O)c1cccnc1,i,0.1,3.3,2.2,7.9,7%,-0.5,1119,0.13,-0.11,0.14,0.5,i,8,-16,659,1,0.51,1383
NCC(c1ccccc1)c1c[nH]c2ccccc12 (stereo not drawn),i,0.4,3.2,1.5,11,-7%,-1.9,1131,0.98,0.48,0.89,-0.86,i,28,7,680,1.1,-0.45,1527
O=C(c1cnc2ccccn2c1=O)N1CCCc2ccccc21,i,1.4,3.2,1.5,2.0,-2%,0.4,901,0.1,-0.23,0.2,0.46,i,11,1,759,1.1,0.21,1282
COc1ccccc1N1CCN(/N=C/c2cccc(OC)c2OC)CC1,i,0.5,4.8,3.6,7.5,-2%,-3.0,1056,1.1,-0.28,0.91,-0.93,i,15,13,684,1,-0.55,1624
O=C(NCc1ccccc1)C(c1cccnc1)N(Cc1ccco1)C(=O)c1ccccn1 (stereo not drawn),i,0.7,2.3,1.6,6.2,-8%,0.0,930,-0.35,-0.21,-0.00073,0.51,i,11,x,x,1.1,0.24,1007
Cc1ccccc1-n1ncc(C(C)NC(=O)c2ccco2)c1C (stereo not drawn),i,0.4,3.1,2.4,1.3,0%,0.3,1035,-1,-0.26,-0.41,0.69,i,30,-3,712,1.1,-1.2,1490
Cc1ccc([N+](=O)[O-])c(OCCCN2CCCCCC2)c1,i,0.5,3.3,2.4,3.4,4%,-3.4,1073,0.66,0.12,0.62,-0.94,i,57,-7,693,1.1,0.58,1555
CCOc1ccc2nc(SCC(=O)NC(=O)NCc3ccco3)[nH]c2c1,i,0.8,3.1,1.2,7.9,6%,-0.4,894,1.9,0.42,1.1,-1.1,i,51,x,x,1.1,-0.78,1199
COc1ccc(-n2nc(C(=O)NCC(=O)N3CCN(C)CC3)c3ccccc3c2=O)cc1OC,i,1.3,1.3,2.0,6.2,-6%,4.2,1067,-1.2,0.083,-0.44,1.4,i,66,1,727,1,x,x
CCc1nnc(NC(=O)c2ccc(-c3ccccc3F)o2)s1,i,0.7,2.5,2.1,1.6,-20%,-1.5,1153,-0.8,-0.22,-0.45,0.79,i,41,2,690,1.1,0.38,1230
C[N+]1(CC(=O)NNc2c3ccccc3nc3ccccc23)CCOCC1,x,x,3.0,2.4,6.5,6%,-0.3,966,-0.46,-0.29,-0.047,0.017,i,40,0,655,0.9,-1.1,1457
CNC(=O)c1ccc(NC(=O)/C=C/c2cccc(F)c2)cc1,i,0.6,2.7,2.1,4.0,1%,1.4,983,-0.86,-0.2,-0.72,0.83,i,42,11,728,1.1,-0.68,1254
CN(C)/C(=N\O)c1c(Cl)cccc1Cl,i,0.9,x,x,x,x,3.7,872,-0.38,-0.19,-0.41,0.95,i,32,-17,700,x,x,x
Cc1ccc(-c2nnc3c4ccccc4c(C)nn23)cc1S(=O)(=O)N1CCN(CCO)CC1,i,0.5,3.0,2.3,2.4,3%,-0.9,1119,-0.77,-0.23,-0.39,-0.31,i,54,-1,713,1.1,-0.14,1824
Cc1ccc(OCC(=O)O)c(-n2nc3ccccc3n2)c1,i,0.3,2.0,1.9,8.2,-7%,-6.4,988,-0.78,-0.18,-0.5,1.1,i,28,x,x,1.1,0.24,1199
CCCOn1c(OCC(C)C)nc2ccccc2c1=O,i,0.4,3.0,3.0,6.7,-12%,-1.3,808,-0.73,-0.31,-0.16,-0.19,i,32,x,x,0.9,-0.09,1143
CC1CCCCN1CCNC(=O)c1ccc2c(=O)n(CCc3ccccc3)c(=O)[nH]c2c1 (stereo not drawn),i,1.3,1.9,1.7,8.1,9%,0.0,1246,-0.62,-0.25,0.0082,-0.37,i,26,5,785,1.1,x,x
CCOC(=O)c1c(NC(=O)CC2SC(N)=NC2=O)sc2c1CCC(C)C2 (stereo not drawn),i,1.2,2.0,2.6,14,11%,-2.7,743,0.17,-0.21,0.12,-0.26,i,8,-2,671,1.6,-0.55,1367
O=C(c1cc(C(=O)c2ccco2)cc(C(=O)c2ccco2)c1)c1ccco1,i,0.1,3.1,2.4,1.7,12%,-0.2,948,-0.45,-0.25,-0.55,0.73,i,61,-19,558,1.1,x,x
CN1C(=O)/C(=C/c2ccccc2Cl)Sc2ccc(C(=O)NCc3cccnc3)cc21,i,0.2,2.3,2.1,4.5,9%,x,x,0.47,0.1,0.18,0.7,i,62,-9,714,1,-0.09,1199

# Part of the list above, reformatted.
# The line under a structure holds: Myeloid diff 2, Myeloid diff 2 GFP+ MAC1+ %, MT stabilizer, MT stabilizer Hoechst-high %, MT stabilizer cytotoxicity %, PMI inhibitors, b-catenin transl, b-catenin transl cell count 5 µM, Dynein transport, Dynein transport cytoplasmic EGFP, Dynein transport nuclear GR-EGFP, Dynein transport cell count, T cell modulator, T cell modulator vesicle-bound %, Hep lipid drop, Hep lipid drop cells 6.5 µM, TNAP activators, Ins promoter up, Ins promoter up cell count
> CN(C)/C(=N\O)c1c(Cl)cccc1Cl
→ i, 0.9, x, x, x, x, 3.7, 872, -0.38, -0.19, -0.41, 0.95, i, 32, -17, 700, x, x, x
> Cc1ccc(-c2nnc3c4ccccc4c(C)nn23)cc1S(=O)(=O)N1CCN(CCO)CC1
→ i, 0.5, 3.0, 2.3, 2.4, 3%, -0.9, 1119, -0.77, -0.23, -0.39, -0.31, i, 54, -1, 713, 1.1, -0.14, 1824
